ROC1-CUL1 inh = human ROC1-CUL1 E3 ligase inhibition; P62877+Q13616; in vitro K48 di-Ub FRET, acceptor:donor ratio, 45 min; inhibition, % at 10 µM; 140,000 compounds, 0.6% hits; AID 1347404; in the data active = inhibition above about 25%
Target sequence (P62877 whole entry, looked up): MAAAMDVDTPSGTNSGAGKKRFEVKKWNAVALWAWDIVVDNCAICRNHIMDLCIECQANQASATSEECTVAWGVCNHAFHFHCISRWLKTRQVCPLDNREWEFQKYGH
Target sequence (Q13616 whole entry, looked up): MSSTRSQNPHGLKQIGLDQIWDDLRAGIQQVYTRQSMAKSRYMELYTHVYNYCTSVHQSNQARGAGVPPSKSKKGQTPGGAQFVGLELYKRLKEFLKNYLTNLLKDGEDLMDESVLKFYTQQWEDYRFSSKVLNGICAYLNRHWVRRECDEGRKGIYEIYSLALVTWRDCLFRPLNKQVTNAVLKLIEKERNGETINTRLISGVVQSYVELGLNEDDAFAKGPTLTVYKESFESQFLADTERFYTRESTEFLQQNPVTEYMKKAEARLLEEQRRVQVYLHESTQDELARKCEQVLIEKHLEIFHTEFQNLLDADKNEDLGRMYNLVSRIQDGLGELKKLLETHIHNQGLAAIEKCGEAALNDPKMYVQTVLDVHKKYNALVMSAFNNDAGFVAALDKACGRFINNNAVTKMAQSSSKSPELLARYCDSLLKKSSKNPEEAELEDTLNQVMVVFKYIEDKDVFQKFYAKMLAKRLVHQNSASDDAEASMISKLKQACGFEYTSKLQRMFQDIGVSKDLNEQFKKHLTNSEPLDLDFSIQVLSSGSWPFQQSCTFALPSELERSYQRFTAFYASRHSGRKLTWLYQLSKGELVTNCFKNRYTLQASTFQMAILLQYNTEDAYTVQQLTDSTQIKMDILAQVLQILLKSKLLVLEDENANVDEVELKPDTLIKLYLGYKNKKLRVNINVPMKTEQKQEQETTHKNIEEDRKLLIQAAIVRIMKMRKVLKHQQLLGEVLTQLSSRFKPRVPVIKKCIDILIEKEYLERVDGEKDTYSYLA
Numbers without * were called inactive. The list is partial (hit frequency here may not be typical).

SMILES | ROC1-CUL1 inh
O=C1CC(=O)c2sc3nc(C45CC6CC(CC(C6)C4)C5)cc(C(F)(F)F)c3c2N1 | -1
CCOc1ccccc1CNC(=O)c1cc2c(=O)n(Cc3ccccc3)ccc2nc1C | 4
CCOC(=O)CN1C(=O)c2cccnc2Oc2ccccc21 | 3
COc1ccc(N2CCN(S(=O)(=O)Cc3ccccc3Cl)CC2)cc1 | 5
COc1ccc(/C=N/n2cnc3c([nH]c4ccc(OC)cc43)c2=O)cc1 | -1
O=C(CCCN1CCN(c2ccccc2)CC1)c1ccc(C2CCCC2)cc1 | -3
Cc1c(Br)sc2sc3ccccc3c12 | 0
CC(C)C(=O)Nc1ccc(F)cc1 | -3
c1ccc(-c2nnc3sc(C4CC4)nn23)cc1 | -5
CCN(CC)CCOC(=O)c1ccc(NC(=O)c2ccc(Cl)cc2)cc1 | -4
CC1=CC2=NC(=O)C(C(=O)NCCc3ccccc3)C(=O)N2C=C1 (stereo not given) | -10
CC(Nc1nc2nonc2n2nnnc12)c1ccccc1 (stereo not given) | 12
O=C(CSc1nc2ccccc2c(=O)n1-c1ccccc1)NCCCN1CCOCC1 | 9
COCCCn1c(C(=O)NC(C)C)cc2c(=O)n3ccccc3nc21 | 8
CCN(CC)S(=O)(=O)c1ccc(C(=O)NCCSc2c(-c3ccc(OC)cc3)[nH]c3ccccc23)cc1 | 1
Cc1sc(-c2c(C#N)c(N)nc3c2CCCCC3)cc1COc1ccccc1Br | 0
COc1cccc(-c2nn(C)c3sc(C(=O)NCc4ccc(OC)cc4OC)cc23)c1 | 3
CCS(=O)(=O)c1ncc(CN2CCOCC2)n1CCCc1ccccc1 | 5
CCOC(=O)c1cc(-c2ccccc2)n(NC(=O)Cn2cnc3ccccc32)c1C | 1
CCCCC1(C)OC(=O)C(=Cc2ccc(-c3cc(C(=O)O)ccc3Cl)o2)C(=O)O1 (stereo not given) | 85*
O=C(CC1SC(=Nc2ccccc2)N(c2ccccc2)C1=O)c1ccc2c(c1)CCCC2 (stereo not given) | 6
COc1ccc(-c2[nH]c(-c3ccccc3)nc2SCC(=O)Nc2ccc3c(c2)OCO3)cc1 | 1
COc1ccc(NC(=O)c2ccc(CNS(=O)(=O)c3cccc(Cl)c3)cc2)cc1 | -8
COc1ccc(C2NN=C3c4c(c5cc(C)ccc5n4C)CCC32)cc1OC (stereo not given) | 0
Cc1noc(C)c1C(=O)NCc1cccc(Cl)c1 | -8
CC(C)(C)c1ccc(C(=O)Nc2cccnc2Cl)cc1 | -12
Cc1c(CC2=NC(=O)NC2=O)c2ccccc2n1C | 0
CCOC(=O)c1cc(NC(=O)c2c(C)noc2C)cn1C | -8
CC(=O)Nc1nonc1-c1nnc(SCC(=O)N(C)c2ccccc2)n1C | -1
Cc1ccc2c(c1)NC(C)(C)c1ssc(=Nc3cccc(F)c3)c1-2 | 1
CCCN1CCN(CCCNC(=O)c2cc3c(Cl)nc4ccccc4c3s2)CC1 | 1
Cc1cc(C)nc(SCc2nnc(SCC#N)n2-c2cccc(Cl)c2)n1 | -5
O=C(CSc1oc(-c2ccc(F)cc2)nc1S(=O)(=O)c1ccc(Cl)cc1)c1ccccc1 | -2
Cc1cc(C)cc(NC(=O)CN(c2cc(C(F)(F)F)ccc2Cl)S(=O)(=O)c2ccccc2)c1 | 4
COc1ccc(S(=O)(=O)Nc2ccccc2C(=O)NC(C)c2ccccc2)cc1Br (stereo not given) | -2
CC1CC(=S)Nc2ccccc2N1Cc1ccccc1 (stereo not given) | -5
CCc1ccc(N2NC(=O)/C(=C\c3cccs3)C2=O)cc1 | 5
COc1ccc(S(=O)(=O)Nc2cccc(-c3ccc(N4CCOCC4)nn3)c2)cc1F | -11
Cc1nc2nc(SCC(=O)NCc3ccccc3)nn2c(C)c1Cc1ccccc1Cl | 6
COc1ccc(/C=N/Nc2nc(N3CCCCC3)nc(N3CCCCC3)n2)c(OC)c1 | -4
CCOc1ccc(NC(=O)c2oc3ccccc3c2NC(=O)Cc2cccs2)cc1 | 1
O=C(NCCc1ccccc1)c1ccc(CSc2nc3cccnc3n2Cc2ccccc2)cc1 | 0
COc1ccc(N2CCN(C3CCCN(C(=O)c4cn5ccsc5n4)C3)CC2)cc1 (stereo not given) | 8
CCOc1ccc2nc(N3CCCC(C(=O)Nc4ccccc4CC)C3)sc2c1 (stereo not given) | -4
CC(=O)Nc1cccc(NC(=O)C(C)Sc2nc(-c3ccccc3)cc(C(F)(F)F)n2)c1 (stereo not given) | 2
COc1ccc(NC(=O)CCCN2C(=O)CCn3nc(-c4cn(C)c5ccccc45)cc32)cc1OC | 0
O=C(O)C1C2C=CC(C2)C1C(=O)NCc1ccc(Cl)c(Cl)c1 (stereo not given) | -7
CCOC(=O)c1cc2c(=O)n3ccccc3nc2n(C)c1=NC(=O)c1c(-c2ccccc2Cl)noc1C | 2
O=C(Nc1ccnn1C1CCN(C(=O)CCc2c[nH]c3ccccc23)CC1)C1CC1 | -2
O=C(Nc1ccc(Cl)c(Cl)c1)c1cc2nc(-c3ccccc3)cc(C(F)(F)F)n2n1 | 4

(continued)
SMILES | ROC1-CUL1 inh
Cc1ccc(NC(=O)Cn2nc(C)c3nn(-c4ccc(Cl)cc4)c(C)c3c2=O)cc1C | -8
CN(C)c1ccc(C2c3c(n[nH]c3-c3cccc4ccccc34)OC(=N)C2C#N)cc1 (stereo not given) | 16
CN(C)c1cnn(CC(=O)N2CCN(c3ccccc3)CC2)c(=O)c1 | 10
COc1ccc(CC(=O)NCc2ccc(C)cc2)cc1 | -7
COc1cccc2c1OC1(C)CC2C2C(=O)CC(C)(C)CC2=N1 (stereo not given) | 14
CCC(CC)C(=O)N1CCc2c(cnc(C)c2CNC(=O)c2ccoc2C)C1 | -3
CCOc1ccc(C2C(C(=O)c3ccc4c(c3)OCCO4)C(=O)C(=O)N2CCN2CCOCC2)cc1 (stereo not given) | 7
CCOC(=O)C1=C(c2ccccc2)N=c2s/c(=C/c3cc([N+](=O)[O-])ccc3N3CCCC3)c(=O)n2C1c1cccs1 (stereo not given) | -1
N/C(=N/OC(=O)c1cccc([N+](=O)[O-])c1)c1cccc([N+](=O)[O-])c1 | -1
COC(=O)c1cc(NC(=O)c2cc3sccc3n2Cc2ccc(Cl)cc2)cc(C(=O)OC)c1 | -7
CCOc1ccccc1NS(=O)(=O)c1c(-c2ccc(C)cc2)csc1C(=O)OC | 4
COc1ccccc1CNc1nc2ccccc2c2nc(-c3cccc(C)c3)nn12 | 0
CCN1CCN(Cc2c(NC(=O)c3ccccc3F)sc(C)c2C)CC1 | 6
Cc1ccc2c(c1)-c1c(ssc1=Nc1ccc(C(C)C)cc1)C(C)(C)N2 | -11
CC(C)Cn1c(=O)c2sccc2n2c(CCCC(=O)NC3CCCCC3)nnc12 | 1
O=C(NCc1cccs1)c1nn(-c2ccccc2Cl)nc1CO | 6
COc1ccc(CNC(=O)c2ccc3c(Cl)c4c(nc3c2)CCCC4)c(OC)c1 | -10
CC1CC(C)CN(S(=O)(=O)c2ccc(N3CCCC3=O)cc2)C1 (stereo not given) | 0
COc1ccc(N2CCN(C(=O)c3ccc(N(Cc4ccc(Cl)cc4)S(C)(=O)=O)cc3)CC2)cc1 | -3
COC(=O)C(NNc1ccccc1C)(NC(=O)c1ccco1)C(F)(F)F (stereo not given) | -4
O=C(Cc1ccc(Cl)cc1)N1CCCc2ccccc21 | -2
COc1ccccc1-c1c(C)oc2cc(OCc3ccc(F)cc3Cl)ccc2c1=O | 9
O=C(Nc1ccc2nc(-c3ccccc3F)oc2c1)c1ccc(-c2cccc(Cl)c2)o1 | 0
CN(C)CCN(Cc1ccccc1)S(=O)(=O)c1csc(C(N)=O)c1 | 2
CCCCc1ccc(NC(=O)c2ccc(=O)n(Cc3cccc(C)c3)c2)cc1 | -6
CC(C)N(Cc1ccccc1)S(=O)(=O)c1ccc(Cl)cc1 | -9
Cc1ccc(NC(=O)CSc2nc(-c3ccco3)cc(C(F)(F)F)n2)cc1C | 1
COc1cccc(CC2(CCC(=O)NCC3(c4ccccc4)CCOCC3)CCC(=O)N2)c1 (stereo not given) | 8
O=C(Nc1ccc2c(c1)Cc1ccccc1-2)C1CCCC1 | 3
COc1ccc(-c2nc(C)sc2C)cc1 | 1

Exported as tab-separated lines: entries from further up
Structure	ROC1-CUL1 inh
CC(C)N(Cc1ccccc1)S(=O)(=O)c1ccc(Cl)cc1	-9
Cc1ccc(NC(=O)CSc2nc(-c3ccco3)cc(C(F)(F)F)n2)cc1C	1
CCCCc1ccc(NC(=O)c2ccc(=O)n(Cc3cccc(C)c3)c2)cc1	-6
O=C(Nc1ccc2nc(-c3ccccc3F)oc2c1)c1ccc(-c2cccc(Cl)c2)o1	0

Next results
SMILES | ROC1-CUL1 inh
COC(=O)c1cc(Nc2nc3ccccc3nc2NS(=O)(=O)c2ccc(C)cc2)ccc1Cl | -5
Cc1c(C(=O)NCCN2CCOC2=O)oc2c(F)cccc12 | 1
Cc1ccc(S(=O)(=O)NNC(=O)c2ccccc2Nc2ccccc2C)cc1 | -3
CC(=O)Nc1ccc(OC(=O)c2ccccc2Cl)cc1 | -7
NC(=O)c1c(NC(=O)c2ccco2)sc2c1CCCCCC2 | -17
COCc1ccc(C(=O)NCc2c(C)ncc3c2CCN(C(=O)/C=C/c2ccc(Cl)cc2)C3)o1 | 2
N#CC1C(=N)Oc2n[nH]c(-c3ccccc3)c2C1c1cccs1 (stereo not given) | 0
Cc1nc2cccnc2n1C1CCN(S(=O)(=O)c2ccc(Cl)cc2)CC1 | 3
CC(C)c1ccc(NC(=O)CSc2ncc3c(n2)-c2ccccc2N(C)S3(=O)=O)cc1 | -3
Cc1ccc(C)n1NC(=O)c1ccc(C(C)(C)C)cc1 | 1
CC(C)(C)c1ccc(OCC(=O)N(Cc2ccco2)Cc2ccccc2F)cc1 | -2
CCOC(=O)c1c(C)oc2nc(C)nc(NCc3ccccc3OC)c12 | 2
O=S(=O)(c1ccccc1)N1N=C2CCCCC2C1(O)C(F)(F)F (stereo not given) | -1
CCOc1cc(C=Nc2cc(-c3nc4cc(Cl)ccc4o3)ccc2C)ccc1Oc1ccc([N+](=O)[O-])cc1[N+](=O)[O-] | -5
CCc1ccccc1N(C)C(=O)c1nn(C)c2c1CSc1ccccc1-2 | -1
C#CCSc1nc2c(c(=O)n1-c1ccccc1OC)C1(CCCCC1)Cc1ccccc1-2 | 9
O=S(=O)(Cc1cccc(Cl)c1)N1CCN(c2cccc(Cl)c2)CC1 | 2
Cn1c(Oc2ccccc2N=Cc2cc(Br)ccc2O)cc(=O)n(C)c1=O | -7
CCOC(=O)C1=C(C)OC(=N)C(C#N)C1c1cccs1 (stereo not given) | -2
CCN=C1CC=CC=C(C(=O)/C=C/c2cccc(Cl)c2)C1=O | 7
Cc1ccc(CNC(=O)CCC(=O)N2CCSc3ccccc32)cc1 | -14
CCOc1ccc(C(=O)Nc2ccc3nn(-c4ccc(OC)cc4)nc3c2)cc1Cl | 8
Cc1noc(C)c1NC(=O)Cn1ncc(N(C)Cc2ccccc2)cc1=O | -7
COc1ccc2c(CNCc3cccs3)c(C(=O)O)n(Cc3ccc(C)cc3)c2c1 | 0
CCN1CCN(C(=O)c2ccc(OC3CCN(S(=O)(=O)N(C)C)CC3)cc2)CC1 | 4
C=Cc1ccc(Cn2c(=O)n(-c3ccccc3C)c(=O)c3c4c(sc32)CN(C(C)=O)CC4)cc1 | -4
COC(=O)C(NC(=O)c1ccco1)(Nc1ccc(Cl)cn1)C(F)(F)F (stereo not given) | -4
NS(=O)(=O)c1ccc(CCNC(=O)Cn2c(=O)c3cccn3c3ccc(F)cc32)cc1 | 7
O=C1CCN(C(=O)c2ccc[nH]2)C1 | 6
O=C(COc1ccccc1-c1ccccc1)c1ccccc1 | 9
O=C(CCCc1cccs1)N1CCC(c2cc(=O)[nH]cn2)CC1 | 8
CC(=O)Nc1ccc(Nc2nc(-c3ccccc3)c3cc(C)ccc3n2)cc1 | -3
CCCn1cnc2cc(NCc3cccs3)ccc21 | 4
CCOC(=O)/C(C#N)=C1\C=CN(C)C(C)=N1 | -4
CC(C)CC(=O)Nc1cc(-c2ccccc2F)nn1-c1ccccc1 | -5
Cc1ccc(Cn2nc(C)c(NC(=O)c3cc(-c4ccc(F)cc4)on3)c2C)cc1 | -3
CC(C)c1ccc(S(=O)(=O)c2nnn3c2nc(N2CCCCC2)c2sccc23)cc1 | 6
CC(C)CCNS(=O)(=O)c1ccc(N2CCCCS2(=O)=O)cc1 | -2
O=C1CCN(C(=O)CC(c2ccccc2)c2cccc(Cl)c2)CCN1 (stereo not given) | -6
COC(=O)C1C(C)=NC(C)=C(C(=O)OCC2CCCO2)C1c1ccccc1C(F)(F)F (stereo not given) | 11

Nothing new here: entries from further up.
SMILES | ROC1-CUL1 inh
CC(C)CCNS(=O)(=O)c1ccc(N2CCCCS2(=O)=O)cc1 | -2
O=C1CCN(C(=O)CC(c2ccccc2)c2cccc(Cl)c2)CCN1 (stereo not given) | -6
COC(=O)C1C(C)=NC(C)=C(C(=O)OCC2CCCO2)C1c1ccccc1C(F)(F)F (stereo not given) | 11

Back to the main list with the 7 entries that preceded the break.
SMILES | ROC1-CUL1 inh
CCOC(=O)/C(C#N)=C1\C=CN(C)C(C)=N1 | -4
CC(C)CC(=O)Nc1cc(-c2ccccc2F)nn1-c1ccccc1 | -5
Cc1ccc(Cn2nc(C)c(NC(=O)c3cc(-c4ccc(F)cc4)on3)c2C)cc1 | -3
CC(C)c1ccc(S(=O)(=O)c2nnn3c2nc(N2CCCCC2)c2sccc23)cc1 | 6
CC(C)CCNS(=O)(=O)c1ccc(N2CCCCS2(=O)=O)cc1 | -2
O=C1CCN(C(=O)CC(c2ccccc2)c2cccc(Cl)c2)CCN1 (stereo not given) | -6
COC(=O)C1C(C)=NC(C)=C(C(=O)OCC2CCCO2)C1c1ccccc1C(F)(F)F (stereo not given) | 11
C=CCNC(=O)c1coc(COc2ccc(C)cc2OC)n1 | 0
Cc1cccc(N2CC(C(=O)NCC(C)C)CC2=O)c1 (stereo not given) | 11
CCC(=O)Nc1ccc(S(=O)(=O)NCc2ccc3c(c2)CCN3C(=O)c2ccc(C)cc2)cc1 | 7
CSCC(=O)NC1CC(=O)N(C2Cc3ccccc3C2)C1 (stereo not given) | 0
O=C(Nc1cccnc1)c1ccc(S(=O)(=O)N2CCCC2)cc1 | -2

Screening data from PubChem.
